TRPML3 ag: human TRPML3 channel agonists, primary screen, cell-based, HEK293 TRPML3-YFP, Fluo-8 calcium fluorescence, 3 µM | 100% = the carbachol control signal | AID 1448, 2008 | activation, % at 3 µM | actives 0.29% (n = 220,000) | Mucolipin-3 (Homo sapiens), Q8TDD5;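 active means activation above its plate's cutoff, the mean activation of the plate's test wells plus 3 SD, cut at about 12% in these data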;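 further: 0% = DMSO only wells and 100% = carbachol wells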
Target sequence (Q8TDD5 whole entry, looked up): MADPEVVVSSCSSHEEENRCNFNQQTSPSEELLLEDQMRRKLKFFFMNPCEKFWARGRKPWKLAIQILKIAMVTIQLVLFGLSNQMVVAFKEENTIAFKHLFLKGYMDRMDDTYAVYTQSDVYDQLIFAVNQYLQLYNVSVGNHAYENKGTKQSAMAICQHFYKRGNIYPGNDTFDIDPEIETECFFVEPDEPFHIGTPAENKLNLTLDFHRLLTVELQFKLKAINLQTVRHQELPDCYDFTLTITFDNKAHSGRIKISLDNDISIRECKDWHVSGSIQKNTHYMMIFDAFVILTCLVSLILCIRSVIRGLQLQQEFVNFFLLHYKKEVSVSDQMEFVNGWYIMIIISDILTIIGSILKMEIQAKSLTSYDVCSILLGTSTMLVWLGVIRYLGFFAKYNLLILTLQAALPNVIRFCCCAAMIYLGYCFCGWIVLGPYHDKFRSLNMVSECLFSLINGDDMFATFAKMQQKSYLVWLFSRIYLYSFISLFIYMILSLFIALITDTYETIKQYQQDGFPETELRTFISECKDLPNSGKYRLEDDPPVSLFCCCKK
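Material: HEK293 cells stably carrying human TRPML3-YFP; compound dosing: single dose, 3 µM final nominal compound, 0.3% DMSO final; incubation: 1-h 37 °C dye load, 5-s basal, 120-s post-compound reads; technique: Fluo-8 intracellular calcium fluorescence, excitation 470-495 nm, emission 515-575 nm; read-out basis: percent activation from peak-to-basal fluorescence ratio, scaled between DMSO and carbachol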
PERK inh: block of dimerizer-induced PERK translation repression, primary screen, PERK inhibitor project, CHO PERK-DD cells, SEAP luminescence, HTS | CHO PERK-DD fusion, SEAP luminescence translation reporter | inhibition, % at 5.6 µM | actives 0.17% (n = 220,000);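 active means inhibition above the mean inhibition of all tested compounds plus 3 SD, set separately per screening campaign, cut at about 2.9% in these data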;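 further: PERK kinase domain activated by AP20187 dimerizer at 100 nM; 0% = DMSO with dimerizer and 100% = rapamycin at 8.4 µM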
m-calpain inh: inhibitors of pig calpain II, primary screen, biochemical, fluorogenic peptide substrate, 1536-well | purified calpain II, 30 min | inhibition, % at 16 µM | actives 0.37% (n = 220,000);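 active means inhibition above about 50%, limit read from the data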
BaF3 tox: parental Ba/F3 cell viability inhibition, counter-screen for JAK2V617F inhibitor project, murine pro-B, CellTiter-Glo luminescence | inhibition, % at 5.6 µM | actives 1.1% (n = 220,000) | AID 1486, 2009 | CellTiter-Glo ATP luminescence;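 active means inhibition above a per-campaign cutoff, the mean inhibition of all tested compounds plus 3 SD, cut at about 27% in these data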;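 further: 0% = DMSO wells and 100% = JAK Inhibitor I control wells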
S1P4 ag: S1P4 receptor agonists, primary screen, cell-based; activation, % at 4.98 µM; S1P4-expressing cell line, agonist reporter assay; actives 0.35% (n = 220,000); in the data active means activation above about 11%;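 further: 0% = DMSO vehicle and 100% = reference agonist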
S1P4 antagonist: S1P4 receptor antagonists, primary screen, cell-based; Sphingosine 1-phosphate receptor 4 (Homo sapiens), O95977; S1P4-expressing cells, antagonist mode, reporter read-out; inhibition, % at 4.98 µM; actives 0.26% (n = 220,000); in the data active means inhibition above about 29%;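 further: 0% = wells stimulated with agonist and 100% = vehicle wells without agonist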
Ba/F3 V617F tox: reduced viability of JAK2V617F-dependent Ba/F3 cells, primary screen, JAK2V617F inhibitor project, cell-based, Ba/F3 EpoR-JAK2V617F, luminescence; AID 1446, 2008; inhibition, % at 5.6 µM; actives 1.1% (n = 220,000); ATP luminescence;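 active means inhibition above the campaign mean plus 3 SD over all tested compounds, cut at about 24% in these data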;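 further: cytokine-independent growth of Ba/F3 cells driven by EpoR plus mutant JAK2; 0% = DMSO-treated cells and 100% = JAK inhibitor I control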
zfTRPN1 agonist: zebrafish TRPN1 channel agonists, primary screen, cell-based, HEK293, calcium fluorescence; activation, % at 3 µM; HEK293 zebrafish TRPN1-YFP, Fluo-8 calcium fluorescence; 100% = response to 87 µM carbachol; transient receptor potential cation channel N1 (TRPN1/NompC), Danio rerio; actives 0.18% (n = 220,000);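 active means activation above its plate's cutoff, the mean activation of test wells on that plate plus 3 SD, cut at about 19% in these data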;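 further: 0% = DMSO alone and 100% = 87 µM carbachol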
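Control set: carbachol 87 µM as high control, DMSO as low control; system: HEK293 stable line with zebrafish TRPN1-YFP; read-out: % activation versus carbachol response; detection: intracellular calcium fluorescence with Fluo-8; doses: single test compound dose, 3 µM nominal, 0.3% DMSO; schedule: dye 1 h 37 °C plus 30 min RT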
EP2 modulator: EP2 receptor modulators, cAMP readout, primary screen, cell-based, HTRF cAMP, PGE2 stimulation. actives 0.83% (n = 260,000). EP2-expressing cells, cAMP HTRF FRET, PGE2 co-stimulation. induction, % at 25 µM. Prostaglandin E2 receptor EP2 subtype (Homo sapiens), P43116;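 active means compounds whose cAMP rise, as percent of the full-agonist control response, exceeds 60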;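 further: rat C6 glioma line stably carrying human EP2 under a CMV promoter; the protocol text gives 20 µM as final concentration; 100% = response of wells given 1 µM PGE2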
Target sequence (P43116 whole entry, looked up): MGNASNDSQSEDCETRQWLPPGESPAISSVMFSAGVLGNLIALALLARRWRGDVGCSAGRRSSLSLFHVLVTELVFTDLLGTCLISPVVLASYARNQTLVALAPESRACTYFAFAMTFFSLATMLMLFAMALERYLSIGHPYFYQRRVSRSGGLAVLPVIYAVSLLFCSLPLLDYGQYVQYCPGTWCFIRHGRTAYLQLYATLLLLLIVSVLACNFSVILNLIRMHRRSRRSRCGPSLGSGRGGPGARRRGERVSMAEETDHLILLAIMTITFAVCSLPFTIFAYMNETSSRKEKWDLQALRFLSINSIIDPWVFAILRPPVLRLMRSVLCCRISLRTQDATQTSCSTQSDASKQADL
An asterisk follows results filed as active; nt = not tested or not shown; & = joins results of further samples.

SMILES | TRPML3 ag | PERK inh | m-calpain inh | BaF3 tox | S1P4 ag | S1P4 antagonist | Ba/F3 V617F tox | zfTRPN1 agonist | EP2 modulator
O=C(CSc1nc2c(cnn2-c2ccc(F)cc2)c(=O)[nH]1)N1CCCc2ccccc21 | 0.7 | -0.4 | -47 | 5 | 2.5 | -23 | 5 | -0.5 | 7
O=C(Nc1ccc2nc(C3CC3)n(Cc3ccc(F)cc3)c(=O)c2c1)c1ccco1 | 0.7 | -0.9 | -4 | 0 | 0.7 | -16 | 0 | 1.1 | -16
Cc1ccc2c(c1)CCCN2C(=O)c1ccncc1 | 0.3 | 0.5 | 3 | 2 | -1.4 | -33 | 0 | -1.2 | 14
COC(=O)c1ccccc1Oc1ccc(NC(=O)CCCl)cc1 | 0.9 | 1.4 | 5 | -1 | 0.2 | -8 | -1 | -1.0 | -7
O=C(CCCCCn1c(=O)[nH]c2ccccc2c1=O)N1CCN(Cc2ccc3c(c2)OCO3)CC1 | 0.5 | -1.0 | 5 | 2 | -0.5 | 0 | -1 | 1.7 | -16
COc1ccc(N(CC(=O)N/N=C(\C)c2cccs2)S(=O)(=O)c2ccccc2)cc1Cl | 0.8 | 0.4 | -12 | 6 | 1.3 | -4 | -2 | 0.6 | 43
Cc1cc(C2=NNC(=NC3CC3)SC2)c(C)n1-c1c(C)n(C)n(-c2ccccc2)c1=O | 0.5 | 0.7 | 6 | 1 | 15* | -9 | -5 | -0.9 | 15
CCC(C)NC(=O)CCC(=O)Nc1ccc2nc(N3CCOCC3)cc(C)c2c1 (centres undefined) | 0.6 | 0.3 | -318 | 0 | -1.6 | -3 | -6 | 0.4 | -10
CN(C)c1nc(Oc2ccc(=O)n(-c3ccccc3)n2)nc(N2CCOCC2)n1 | 1.0 | -0.6 | -3 | 2 | 0.8 | -23 | 0 | 0.5 | 1
Cc1ccc(CCNC(=O)c2cc(C)nn2-c2ccccc2)cc1 | -0.6 | 0.6 | -57 | -4 | -0.5 | 6 | 1 | -0.2 | -12
O=C(NCc1ccccn1)c1ccccc1-c1ccccc1 | 0.6 | 1.1 | 11 | 2 | 1.5 | -8 | 3 | 1.8 | 23
O=C(Nc1ccc(-c2nnc3n2CCCCC3)cc1)c1ccco1 | 0.0 | -0.8 | 27 | 6 | 1.0 | -15 | 3 | 0.0 | 9
Cc1cc(C)c(O)c(C2(O)C(=O)c3ccccc3C2=O)c1 | 0.1 | -0.8 | 9 | 3 | 0.1 | 6 | 2 | 1.1 | -9
COCCNC(=O)c1ccc(C)cc1C | 1.3 | 0.5 | -1 | 5 | 0.9 | -9 | 3 | -0.8 | -8
CC1(C)C2C/C(=N\O)C(C)(/[N+]([O-])=C/c3cccc([N+](=O)[O-])c3)CC21 (centres undefined) | 0.3 | 0.7 | 0 | -11 | -1.7 | 1 | 1 | 0.8 | 28
O=C(CCc1ccccc1)Nc1ccc(F)cc1F | -0.2 | 0.8 | -21 | 4 | 1.0 | 10 | 1 | -0.9 | -29
COc1cc(C)ccc1OCCON1C(=O)CCC1=O | 1.7 | 1.4 | 0 | 8 | -1.0 | -10 | 0 | -0.6 | 19
O=C(COC(=O)c1ccc2ncsc2c1)NC(=O)NCc1ccccc1 | -0.6 | 0.4 | -6 | 8 | -0.5 | -12 | 0 | -0.2 | -41
CCOC(=O)c1cnn(-c2ccccc2)c1-n1cccc1C(=O)C(=O)N(C)C | 0.6 | 0.1 | 4 | -5 | 1.3 | 0 | -1 | 0.2 | 28
CCCCCCCCCCCCC(NC(C)=O)(C(=O)OCC)C(=O)OCC | -0.4 | 0.8 | -68 | 2 | -0.1 | -7 | -4 | 0.2 | 22
COC(=O)c1ccccc1NC(=S)NC(NC(=O)COc1ccccc1)C(Cl)(Cl)Cl (centres undefined) | 0.3 | 0.6 | 1 | 8 | 1.2 | -2 | 1 | -1.0 | 37
Cn1c(C(=O)N2CCCC(C(=O)NCc3cccs3)C2)cc2sccc21 (centres undefined) | -0.1 | -0.6 | 5 | 2 | 0.6 | 0 | -1 | 0.2 | 5
O=C(c1c(F)c(F)c(F)c(F)c1F)N1CCc2ccccc21 | -0.5 | 1.2 | nt | 6 | -1.6 | 4 | -1 | -0.9 | nt
CC1CCC(NC(=O)C2(C)CCC(=O)N2Cc2cccnc2)CC1 (centres undefined) | 0.7 | 0.2 | 3 | 3 | -0.7 | -42 | -3 | 0.4 | 34
CCNC(=S)N1CCC(c2nc3cc(C)c(C)cc3[nH]2)CC1 | -0.1 | -0.1 | -3 | 4 | 2.3 | -10 | 0 | -0.4 | 5
O=[N+]([O-])c1ccc(N2CCN(S(=O)(=O)c3ccc4ccccc4c3)CC2)cc1NCC1CCCO1 (centres undefined) | 1.0 | 1.2 | -19 | 6 | 1.3 | -11 | -1 | -0.1 | -2
Cc1cc(C)c2c3c(sc2n1)C(=O)N(c1ccccc1)CC(=O)N3 | 1.0 | -0.5 | 16 | 1 | 1.4 | -5 | -1 | -0.3 | -34
CCOc1ccc2nc(N3CCCC(C(=O)NCC4CCCO4)C3)sc2c1 (centres undefined) | 0.9 | -1.3 | -8 | -1 | -1.2 | -2 | -5 | 3.4 | -53
Cc1ccc(S(=O)(=O)N2CCCCC2)cc1C(=O)Nc1ccc(S(=O)(=O)Nc2ncccn2)cc1 | 1.3 | 0.7 | -10 | -3 | 1.5 | 9 | 0 | 1.1 | 17
CC(C)=CCC/C(C)=C/C=N/NC(=O)c1cccc([N+](=O)[O-])c1 | -0.1 | 0.1 | 12 | 5 | 1.2 | 3 | 0 | 1.4 | 15
O=C(CCC(=O)Nc1ccccc1)NNC(=O)c1ccco1 | 0.4 | 1.7 | -17 | 1 | 0.1 | -1 | 0 | 1.5 | 18
COc1ccc(NC2=CC(c3ccc(OC)c(OC)c3)N(c3ccc(OC)cc3)C2=O)cc1 (centres undefined) | 0.0 | -0.1 | -32 | 10 | 0.6 | -6 | 7 | 1.2 | 20
N#CCCN1CCN(C(=S)c2ccc(-c3ccc(Cl)cc3)o2)CC1 | -0.8 | -1.3 | -29 | 93* | 0.2 | -12 | -2 | -0.5 | -23
O=C(Cn1cncc1-c1ccc([N+](=O)[O-])cc1)Nc1cccc2ccccc12 | 0.2 | 0.5 | -53 | 5 | -3.5 | -4 | 2 | -1.1 | -3
COc1ccc(CNC(=O)Cn2cc([N+](=O)[O-])nc2C)cc1 | -0.5 | -0.2 | 2 | 3 | 2.9 | -8 | -1 | 0.6 | 6
COC(=O)c1cnc(Oc2ccc(NC(=O)NC(=O)c3c(OC)cccc3OC)cc2)cc1C(F)(F)F | -0.4 | -1.1 | -27 | -3 | 1.2 | -6 | 3 | 3.4 | 11
CCc1cc(C(=O)NCCN(C)C)cs1 | 1.6 | 1.0 | -57 | 0 | 0.3 | 5 | -2 | 1.9 | 5
CCc1ccc2c(c1)cc(CN(C(=S)Nc1ccccc1Cl)C1CC1)c1nnnn12 | 0.4 | -0.1 | 11 | 1 | -0.6 | -17 | 2 | -0.3 | 32
COC(=O)c1ccccc1NC(=O)CNC(=O)c1ccc(OC)c(OC)c1 | 0.9 | 0.9 | -4 | 7 | -2.0 | -3 | 2 | 1.5 | 12
CCc1ccc(NC2CC(=O)N(c3ccc(OC)cc3OC)C2=O)cc1 (centres undefined) | -0.1 | -0.6 | 13 | 1 | 0.5 | -1 | -1 | -0.7 | 12

Reprinted from the part before: 2 entries, then new ones.
SMILES | TRPML3 ag | PERK inh | m-calpain inh | BaF3 tox | S1P4 ag | S1P4 antagonist | Ba/F3 V617F tox | zfTRPN1 agonist | EP2 modulator
COC(=O)c1ccccc1NC(=O)CNC(=O)c1ccc(OC)c(OC)c1 | 0.9 | 0.9 | -4 | 7 | -2.0 | -3 | 2 | 1.5 | 12
CCc1ccc(NC2CC(=O)N(c3ccc(OC)cc3OC)C2=O)cc1 (centres undefined) | -0.1 | -0.6 | 13 | 1 | 0.5 | -1 | -1 | -0.7 | 12
CCN(CC)CCn1c(SCC(=O)Nc2cccc(OC)c2)nc2c(sc3ccccc32)c1=O | 1.0 | -0.3 | -48 | 4 | 0.7 | -5 | 2 | 0.0 | -27
O=C(O)/C(=C\c1ccc(Cl)cc1)c1ccc(F)cc1 | 0.1 | -0.2 | -6 | 1 | -0.4 | -2 | 3 | 0.0 | 38
COc1cc(C=O)ccc1OCC(=O)N1CCCC1 | 1.3 | 0.1 | -33 | 3 | 3.7 | -7 | 1 | 1.1 | 26
OCCN(CCO)Cc1csc2ccccc12 | 0.9 | 0.7 | -5 | 8 | -1.1 | -25 | 0 | 0.4 | 11
CCOC(=O)N1CCN(CCC(=O)Nc2ccc(C)cc2)CC1 | 1.0 | 0.1 | 6 | 1 | -1.7 | -2 | 2 | -0.1 | 40
O=C(NC(=O)N1CCCc2ccccc21)c1ccccc1 | 0.9 | 0.7 | -6 | 5 | -0.7 | -7 | 2 | 2.5 | 21
Cc1ccc(-c2nnn(CC(=O)NCCc3ccc4c(c3)OCO4)n2)cc1 | 0.8 | 0.0 | -19 | 3 | -0.7 | -9 | 2 | 0.1 | 8&21
CNC(=O)/C=C1\NC(C)(C)Cc2c1ccc1ccccc21 | -0.7 | -0.7 | -33 | -2 | 0.6 | -14 | -4 | -2.0 | -40
COCCn1c(C)cc(C(=O)COC(=O)c2n[nH]c3ccccc23)c1C | 0.4 | -0.3 | -12 | 8 | -0.3 | -7 | -1 | 3.9 | -32
Cc1nn(Cc2c(F)c(F)c(F)c(F)c2F)c(C)c1NC(=O)c1ccc(COc2ccc(F)cc2)o1 | -0.6 | -1.2 | -8 | 2 | 0.2 | -9 | 1 | -1.1 | 3
CC(C)OC(=O)CN1C(=O)C(=O)c2ccccc21 | 0.7 | 0.3 | -1 | 4 | -3.7 | -29 | -5 | 0.0 | 8
CNC(=S)NNC(=O)c1ccc(N(C)C)cc1 | -0.2 | 0.0 | 6 | -1 | 0.4 | 12 | -3 | 1.4 | 12
CNc1nc(C)c(C(=O)OCC(=O)OC)s1 | 0.1 | 1.2 | -12 | 4 | -1.4 | -2 | 0 | -0.2 | 7
Nc1ccnn1Cc1ccc(Br)s1 | 0.2 | 0.8 | -3 | 2 | 1.6 | -3 | -3 | 3.0 | 0
Cc1cccc(Nc2nc(N)nc(CSc3nccc(C)n3)n2)c1 | -0.3 | 0.4 | -16 | 4 | 0.6 | -1 | -2 | -0.1 | -44
COc1ccc(NC(=O)COC(=O)C2=COCCO2)cc1OC | -0.5 | 1.3 | 0 | 3 | 0.5 | 6 | 1 | -0.8 | 20
C/C(CC(=O)Nc1ccc(Cl)c(C(F)(F)F)c1)=N\NC(N)=S | 1.5 | 0.3 | -38 | 8 | 1.5 | -8 | 3 | 1.2 | -74

Rows were taken by chance, and some 3.6% of all compounds hit somewhere here.
